TDP1 cell noCPT: qHTS for Inhibitors of human tyrosyl-DNA phosphodiesterase 1 (TDP1): qHTS in cells in absence of CPT | AID 686978, 2013 | 420,000 compounds, 15% hits | DT40 Tdp1-/- hTDP1 cells, no CPT, ATP luminescence, 48 h | Potency, µM (titrated, usually from 46.2 µM), without a hit: at the highest dose activity change, negative = growth inhibition, hits mostly inhibitors; note: nearly all actives have a fitted effect of over 55% in size
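Cells were dispensed at 400 per well, compounds added by pin tool, plates incubated ≥48 hr at 37 °C, then CellTiter-Glo added for 30 min at room temperature before luminescence reading. Line: DT40 Tdp1-/- complemented with hTDP1; camptothecin omitted.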
TDP1 block: qHTS Assay for Inhibitors of Tyrosyl-DNA Phosphodiesterase (TDP1). recombinant TDP1, AlphaScreen DNA substrate cleavage. Tyrosyl-DNA phosphodiesterase 1 (Homo sapiens), Q9NUW8. Potency, µM (doses to about 130 µM), inactives show top-dose activity change, negative = inhibition, usual class: inhibitors. 350,000 compounds, 0.28% hits; note: nearly all actives have a fitted effect of over 40% in size
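E. coli-derived human Tdp1, 1 nM final. Cpd preinc 15 min RT; substrate 15 nM final, 5 min RT; AS bead mix 10 ug/ml final, 10 min RT. Signal loss = tyrosine-FITC cleavage. No-enzyme wells = max signal.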
KAT2A inh: qHTS Assay for Inhibitors of GCN5L2; Potency, µM (doses to about 58.9 µM), inactives show top-dose activity change, negative = inhibition, actives largely listed as inhibitors; GCN5L2 HAT assay, ThioGlo1 CoA-SH fluorescence; 390,000 compounds, 0.21% hits; AID 504327, 2011; Histone acetyltransferase KAT2A (Homo sapiens), Q92830
Target sequence (Q92830 whole entry, looked up): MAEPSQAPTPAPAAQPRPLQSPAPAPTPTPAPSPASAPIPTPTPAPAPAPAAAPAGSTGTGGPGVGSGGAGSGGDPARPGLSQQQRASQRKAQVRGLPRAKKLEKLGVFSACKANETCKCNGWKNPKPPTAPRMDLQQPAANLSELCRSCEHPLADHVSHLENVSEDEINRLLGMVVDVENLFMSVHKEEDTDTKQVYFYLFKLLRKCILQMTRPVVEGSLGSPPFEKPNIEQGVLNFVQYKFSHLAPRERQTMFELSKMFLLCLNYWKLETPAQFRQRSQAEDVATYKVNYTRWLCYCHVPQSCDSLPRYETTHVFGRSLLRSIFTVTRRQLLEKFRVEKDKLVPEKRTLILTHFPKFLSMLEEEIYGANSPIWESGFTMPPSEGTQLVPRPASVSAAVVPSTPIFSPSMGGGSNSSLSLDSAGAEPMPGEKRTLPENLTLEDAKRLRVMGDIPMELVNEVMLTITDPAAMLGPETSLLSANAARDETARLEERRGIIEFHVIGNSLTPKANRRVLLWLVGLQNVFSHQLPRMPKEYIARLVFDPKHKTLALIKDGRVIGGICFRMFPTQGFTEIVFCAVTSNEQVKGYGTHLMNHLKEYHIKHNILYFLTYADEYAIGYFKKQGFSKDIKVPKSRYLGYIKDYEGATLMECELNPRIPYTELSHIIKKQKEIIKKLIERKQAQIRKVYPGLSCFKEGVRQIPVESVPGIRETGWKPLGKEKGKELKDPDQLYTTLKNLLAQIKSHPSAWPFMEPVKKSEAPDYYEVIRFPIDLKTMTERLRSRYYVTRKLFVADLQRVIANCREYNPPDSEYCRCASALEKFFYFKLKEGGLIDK
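Compounds, pin-transferred from DMSO stocks, meet 20nM GCN5L2 for 15 min before the reaction begins with H3(1-25) peptide (75uM) and acetyl-CoA (70uM). Thiol-reactive ThioGlo1 reports CoA release over 20 min at room temperature.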
Active calls of the source: *; ? = inconclusive; / = not tested or not shown; & = joins results of further samples; [ ] = another dose, or the depositor's remark. Calls come from the whole dose curve; as a rule, active = well fitted curve in the direction sought with a large enough effect; inconclusive = small, poorly fitted or top-dose-only effect, or another doubt; inactive = no such curve, though single readings can be large; an effect the other way counts as inactive or inconclusive. % is set by controls: 0 for no effect and ±100 for the full control effect; potency is the fitted concentration of half-maximal effect. Only part of the results is shown (hit frequency here may not be typical).

Start of the data: the first 4 entries, to show the layout:
SMILES | TDP1 cell noCPT | TDP1 block | KAT2A inh
CC1(C)CC(=O)C(C=NCCN2CCN(C(=O)CCl)CC2)=C(O)C1 | 10µM* | / | -4%
CCc1ccc(CN(C(=O)COc2c(C)cccc2C)C2CCS(=O)(=O)C2)cc1 (stereo unspecified) | ? | 3% | -4%
OCc1ccccc1CNCc1ccccc1 | -23% | 2% | -2%
CN(C)S(=O)(=O)c1ccc(Cl)c(NC(=O)CN2CCC(Cc3ccccc3)CC2)c1 | ? | 1% | -9%

Results, from the first entry:
SMILES | TDP1 cell noCPT | TDP1 block | KAT2A inh
CC1(C)CC(=O)C(C=NCCN2CCN(C(=O)CCl)CC2)=C(O)C1 | 10µM* | / | -4%
CCc1ccc(CN(C(=O)COc2c(C)cccc2C)C2CCS(=O)(=O)C2)cc1 (stereo unspecified) | ? | 3% | -4%
OCc1ccccc1CNCc1ccccc1 | -23% | 2% | -2%
CN(C)S(=O)(=O)c1ccc(Cl)c(NC(=O)CN2CCC(Cc3ccccc3)CC2)c1 | ? | 1% | -9%
Fc1ccccc1NC(=S)N(CCN1CCCCCC1)Cc1cccs1 | 0% | 5% | 0%
CCNc1nc(Oc2ccc(C#N)cc2)cc(C(F)(F)F)n1 | ? | 5% | -5%
Cc1cc(C)c(NC(=O)CSc2nnnn2-c2cccnc2)c(C)c1 | -4% | / | -1%
CCOC(=O)Cn1c(CCC(=O)O)ccc1-c1ccc(F)cc1 | -8% | 3% | -3%
NC(=O)COc1ccc(/C=N\NC(=O)CC(=O)NCCc2ccccc2)cc1 | -22% | / | -13%
NC(=O)C(F)(F)C12OC3C4C5CC(C6C5C3C61)C42 (stereo unspecified) | 1% | -2% | 0%
COc1ccc(C(=O)COC(=O)CCCC(=O)Nc2ccc(C(C)=O)cc2)cc1 | -23% | / | -8%
Cc1ccc(C=Nc2ccccc2C(N)=O)o1 | -17% | 4% | -6%
CCOC(=O)Cn1c(-c2cccnc2Cl)nc2cc(Cl)c(Cl)cc21 | -10% | 5% | -4%
COC(=O)c1c(-c2c(Cl)cccc2Cl)noc1C(=O)NNC(=O)N(C)C | -7% | / | -8%
Nc1cccc(-c2nnc3n2CCCCC3)c1 | -21% | 3% | -14%
O=C(CN1C(=O)c2cccnc2Oc2ccc(Cl)cc21)NCCCc1ccccc1 | ? | 0% | -7%
Cc1ccc(S(=O)(=O)N/N=C/c2c(F)cccc2Cl)cc1 | ? | 3% | -4%
Cc1ccc(OC(C)C(=O)N(C)c2ccccc2)c([N+](=O)[O-])n1 (stereo unspecified) | 11% | 0% | -8%
Cc1nc(-c2ccc(F)cc2)c(CC(=O)N(C)CC(=O)Nc2c(C)cccc2C)s1 | -1% | 5% | -1%
CCC(C)N1CCN(S(=O)(=O)Cc2ccccc2)CC1 (stereo unspecified) | -2% | 14% | 1%

The closing 2 compounds of the part above open the next one:
SMILES | TDP1 cell noCPT | TDP1 block | KAT2A inh
Cc1nc(-c2ccc(F)cc2)c(CC(=O)N(C)CC(=O)Nc2c(C)cccc2C)s1 | -1% | 5% | -1%
CCC(C)N1CCN(S(=O)(=O)Cc2ccccc2)CC1 (stereo unspecified) | -2% | 14% | 1%
CN1CCN(C(=O)c2ccc(CSc3nc4ccncc4n3Cc3ccc(F)cc3)cc2)CC1 | -30% | -3% | -1%
COc1ccc(/C=N/NC(=S)Nc2cccc(C(=O)O)c2)cc1OC | -6% | -1% | -8%
Cc1ccc(CSC2=CS(=O)(=O)c3ccccc3N2)cc1 | ? | 2% | -19%
Cc1cccc(C(=O)NCCc2nc3ccccc3n2Cc2ccc(Cl)cc2)c1 | ? | 10% | -9%
S=C(NCCCN1CCOCC1)N1CCN(c2nc(-c3ccc(Cl)cc3)cs2)CC1 | 4.1µM* | -3% | 3%
CC1(C)CC(=O)c2cn3nc(C(F)(F)F)nc3nc2C1 | -5% | 7% | -4%
Cc1ccc(-c2csc(NC(=O)c3ccc4c(=O)n5c(nc4c3)CCCCC5)n2)cc1 | 13µM* | 3% | -2%
Cc1cccc(NC(=O)CS(=O)(=O)c2c[nH]c3ccccc23)c1C | -21% | 6% | -6%
CC1CN(CCCCOc2ccc(C(C)C)cc2)CC(C)O1 (stereo unspecified) | -28% | / | -5%
COc1ccccc1NC(=O)N1CCN(Cc2ccc3c(c2)OCO3)CC1 | -3% | -14% | 1%
COc1ccc(CNC(=O)C(C)OC(=O)c2cccc(N(C)C)c2)cc1 (stereo unspecified) | -19% | 3% | -4%
CCC(C)Cn1c(COc2ccc(OC)cc2)nc2ccccc21 (stereo unspecified) | ? | 5% | -6%
C=C(C)C(=O)OCC(=O)NCc1ccccc1 | 1% | -6% | 1%
COc1ccccc1CNC(=O)CN(C)S(=O)(=O)c1ccc2c(c1)n(C)c(=O)c(=O)n2C | 11% | 3% | -2%
CCn1c(=O)c(CCC(=O)N2CCOCC2)c(C)c2c(C)nn(-c3ccccc3)c21 | 21µM* | 3% | -12%
O=C(CSc1nnnn1C1CCCCC1)N1c2ccccc2Sc2ccccc21 | 21µM* | 3% | -6%
O=c1[nH]c2ccccc2nc1NCCN1CCOCC1 | 9% | 4% | -10%
NS(=O)(=O)c1ccc(NC(=O)C2Cc3ccccc3C(=O)O2)cc1 (stereo unspecified) | 8% | 3% | -4%
O=C(c1oc2ccccc2c1N1CCCCC1)N1CCCCC1 | ? | 4% | -5%
O=C(O)C(c1ccccc1)N1C(=O)/C(=C\c2ccc(-c3ccc(Br)cc3)o2)SC1=S (stereo unspecified) | -22% | / | ?
CN1CCN(C(=O)c2ccc(CNS(=O)(=O)c3cccc(Cl)c3)cc2)CC1 | -11% | 2% | -11%
Cn1ncc2c(Nc3ccccc3Cl)nc(Nc3ccccc3Cl)nc21 | ? | 9% | -2%
O=C(Nc1ccccc1O)c1ccc2c(c1)C(=O)N(Cc1ccco1)C2=O | 17% | -10% | -14%
CC(=O)N[C@@H](Cc1c[nH]c2ccccc12)C(=O)OCc1cc(C(F)(F)F)cc(C(F)(F)F)c1 | -17%&-28% | 14%[56.1 µM] | -20%&-16%&-26%
COCCSc1ccccc1C(=O)N1CCC(Cc2ccccc2)CC1 | -27% | 7% | -10%
CCCN1C(=O)C(Cc2nc3ccccc3c(=O)n2-c2ccccc2)c2cc(C)ccc21 (stereo unspecified) | ? | 7%&3% | -9%&-7%
COC(=O)Cn1c(CN2CCOCC2)nc2c1c(=O)[nH]c(=O)n2C | -1% | 6% | -8%
CCOc1ccc(NC(=O)c2c3c(nc4ccccc24)CCC3)cc1 | -1% | 5% | -5%
CCCCCOC(=O)CSc1nnc(-c2ccccc2)c(=O)[nH]1 | -8% | 0% | -18%
CC(C)C(=O)Nc1c2c(nn1-c1ccc(F)cc1)CSC2 | -22% | 0% | -8%
Cn1c(=O)[nH]c(=O)c2c1[nH]c(=S)n2Cc1ccc(Cl)cc1 | -14% | / | ?
O=C(CN1CCN(c2ncccn2)CC1)N1CCc2ccccc21 | 17% | 8% | 28%
O=C(COC(=O)/C=C/c1cccc(Br)c1)NC1CCCC1 | ? | -2% | 2%
O=C(CN1CCN(c2ccccc2)CC1)Nc1ccccc1Cl | -4% | 8% | -11%
Cn1c(=O)c2c(ncn2CC(=O)NCc2cccnc2)n(C)c1=O | 5% | 3% | -8%
S=C(Nc1ccccc1Cl)N1CCCCC1 | -27% | 0% | -9%
Cc1cccc(CC(=O)NCCc2csc(-c3ccc(C(F)(F)F)cc3)n2)c1 | 15µM* | 0% | -2%
COc1ccc(Cl)cc1C1=CC(=O)C[C@H](c2ccc(F)cc2)C1 | ? | -5% | -4%
O=C(Nc1c2c(nn1-c1ccccc1)CS(=O)(=O)C2)c1ccccc1C(F)(F)F | 2% | 2% | -26%
C/C(=N\NC(=O)Cn1c(C)nc2ccccc21)c1cccs1 | 21µM* | 0% | 1%

Record cards, from the list above.
Listed for `Cc1cccc(NC(=O)CS(=O)(=O)c2c[nH]c3ccccc23)c1C` = TDP1 cell noCPT = -21%; TDP1 block = 6%; KAT2A inh = -6%
Listed for `O=C(O)C(c1ccccc1)N1C(=O)/C(=C\c2ccc(-c3ccc(Br)cc3)o2)SC1=S` (stereo unspecified) = TDP1 cell noCPT = -22%; TDP1 block = /; KAT2A inh = ?

(continued)
SMILES | TDP1 cell noCPT | TDP1 block | KAT2A inh
Cc1cnc(NC(=O)NCC2CCCC(CNC(=O)Nc3ncc(C)s3)C2)s1 (stereo unspecified) | ? | 5% | 2%
CC(C)Oc1ccc(C(=O)OCC(=O)NC(=O)NC2CCCC2)cc1 | 14% | 0% | -11%
COc1ccc(Cc2nnc(NC(=O)Nc3ccc(F)cc3)s2)cc1 | 2% | / | 2%
CCOC(=O)C1(Cc2ccccc2)CCCN(C(=O)C=C(C)C)C1 (stereo unspecified) | -51% | / | -9%
O=C(OCc1ccc([N+](=O)[O-])cc1)C1CC(=O)N(c2ccccc2)C1 (stereo unspecified) | -8% | 7% | -6%
COc1ccc(NC(=O)Cc2c(F)cccc2Cl)cc1 | -8% | 5% | -7%
COC(=O)N1CCC[C@@]2(CCN(C(=O)Nc3cccc(F)c3)C2)C1 | -3% | / | -12%
CCOC(=O)c1csc(NNC=O)n1 | -4% | -7% | 3%
COC(=O)COc1coc(CN2CCN(c3cccc(Cl)c3)CC2)cc1=O | -8% | 3% | -23%
O=C(N=c1ccn(-c2nc3ccccc3nc2NS(=O)(=O)c2ccc(Cl)cc2)cc1)c1ccccc1Cl | / | 5% | -12%
Cc1csc(NC(=O)c2cc3ccccc3o2)n1 | -25% | 2% | 2%
Cc1cc(C(=O)Nc2cc(C(F)(F)F)ccc2N2CCOCC2)no1 | -17% | 0% | -6%
CCOc1ccc(Nc2ncnc3onc(-c4ccc(Cl)cc4)c23)cc1 | ? | -6% | -4%
Cn1c(=O)c(-c2ccc(F)cc2)nc2cncnc21 | -9% | / | -28%
OCCC1CN(Cc2cnc(-c3ccccc3)s2)CCN1Cc1ccccc1 (stereo unspecified) | ? | / | -7%
O=C(NCc1ccccn1)Nc1ccc(F)cc1 | 3% | 4% | -2%
COc1ccc(/C=C2\Oc3cc(OCC(=O)N4CCC(C(=O)O)CC4)ccc3C2=O)c(OC)c1OC | -1% | / | -6%
O=C(COC(=O)CNC(=O)c1ccccc1Cl)Nc1cc(C(F)(F)F)ccc1Cl | / | -1%&0% | -6%
NC(=O)[C@@H]1CSSCCC(=O)N[C@@H](CCCCN=C(N)N)C(=O)NCC(=O)N[C@@H](CC(=O)O)C(=O)N[C@@H](Cc2c[nH]c3ccccc23)C(=O)N2CCC[C@H]2C(=O)N1 | ? | / | 4%
O=C(COC(=O)CCC(=O)c1cccs1)Nc1cccc(F)c1 | -1% | -5% | 3%
Cc1ccc(NC(=O)c2cc(=O)[nH]c3ccc(S(=O)(=O)N4CCOCC4)cc23)nc1 | 1% | 1% | -17%
Cc1nc(N=Nc2ccc(S(=O)(=O)O)cc2S(=O)(=O)O)c(COP(=O)(O)O)c(C=O)c1O | -9%&-2% | 20µM* | ?
COc1cc(C(=O)NCCOc2ccccc2C)cc(OC)c1OC | ? | / | -6%
CCCn1cnc2cc(NCc3cccc(OC)c3O)ccc21 | -21% | 9% | 0%
COc1ccccc1NS(=O)(=O)c1ccc(C(=O)OCC(=O)NCc2ccco2)cc1 | 5% | 2% | -4%
Cc1oc2ccc(OCc3ccccc3F)cc2c1C(=O)O | -20% | 2% | 1%
COC(C(=O)Nc1ccnn1C1CCN(C(=O)c2ccc(C)cc2)CC1)c1ccccc1 (stereo unspecified) | 2% | 5% | -1%
CC12CN3CC(C)(CN(C1)C3c1ccccc1)C2O (stereo unspecified) | 2% | 3% | -4%
COC(=O)c1ccc(NC(=O)c2cn(-c3cccc(C)n3)cn2)cc1 | 6% | 0% | -8%
COc1ccc(S(=O)(=O)Nc2cc(Cl)ccc2OC)cc1 | 2.3µM* | 7% | 0%
O=C(Nc1nnc(S(=O)(=O)N2CCCc3ccccc32)s1)c1ccc(Cl)cc1 | 18µM* | 3% | 2%
COc1ccc2nc(/N=C(\N)NC(=O)N3c4ccccc4Sc4ccccc43)nc(C)c2c1 | 16µM* | 0% | -1%
Cc1ccc(CS(=O)(=O)Cc2ccc(C(=O)NCCc3ccc(Cl)cc3)o2)cc1 | -13% | 5% | -12%
COc1ccc2c(c1)CC(C(=O)Nc1cc(OC)c(OC)c(OC)c1)CO2 (stereo unspecified) | ? | 4% | 2%
COc1ccc(C(C(=O)NC2CCCC2)N(Cc2cccs2)C(=O)c2ccn[nH]2)cc1OC (stereo unspecified) | -2% | 3% | -4%
CCOC(=O)C1=CN(Cc2cccc(F)c2)S(=O)(=O)N(CC)C1c1ccc(Br)cc1F (stereo unspecified) | ? | -2%[56.1 µM] | -7%
Cc1cccc(C(=O)OCC(=O)NC(=O)c2ccccc2)c1O | 4% | 0% | ?
